# MITF TRPM1 HTS: activators of MITF-driven TRPM1 promoter activity in SK-MEL-5 cells; SK-MEL-5 TRPM1-promoter luciferase, 24 h; % of positive control, neutral wells = 0; activation, % at 12.5 µM; actives 0.75% (n = 300,000); AID 588334;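 active = mean activation of at least 80% with every replicate also reaching 80%; inconclusive = mean reaches 80% but some replicate falls short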;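 note: 0% = neutral control wells and 100% = parthenolide positive control wells; values of inactives mirror those of a sister screen read the other way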
# SR-BI DiI inh: mouse SR-BI HDL lipid transfer inhibition; actives 0.96% (n = 320,000); Q61009; ldlA[mSR-BI] CHO cells, DiI-HDL uptake fluorescence, 3 h; AID 488896; inhibition, % at 12.5 µM;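 active = mean replicate inhibition of at least 70% and a set share of replicates each scoring 70 or more; inconclusive = meets just one of the two criteria; inactive = fails both criteria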;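 note: 0% = median of neutral control wells and 100% = median of positive control wells; values of inactives mirror those of a sister screen read the other way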
# Target sequence (Q61009 whole entry, looked up): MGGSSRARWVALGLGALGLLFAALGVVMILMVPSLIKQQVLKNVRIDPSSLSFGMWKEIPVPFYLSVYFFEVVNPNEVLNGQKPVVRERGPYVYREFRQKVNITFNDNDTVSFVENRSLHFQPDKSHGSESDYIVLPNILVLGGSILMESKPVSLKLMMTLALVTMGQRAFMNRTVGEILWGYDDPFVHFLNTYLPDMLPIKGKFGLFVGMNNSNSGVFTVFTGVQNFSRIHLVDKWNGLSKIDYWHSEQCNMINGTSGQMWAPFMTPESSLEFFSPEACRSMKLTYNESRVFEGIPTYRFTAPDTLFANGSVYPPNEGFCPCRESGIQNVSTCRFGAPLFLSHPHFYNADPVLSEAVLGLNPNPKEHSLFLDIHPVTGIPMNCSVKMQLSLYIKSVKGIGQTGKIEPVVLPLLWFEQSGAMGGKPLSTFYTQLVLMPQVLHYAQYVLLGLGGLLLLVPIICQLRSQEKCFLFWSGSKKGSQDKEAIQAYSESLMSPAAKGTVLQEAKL
# DSG3 Ab inh: blocks pemphigus antibody binding to human desmoglein-3. AID 588358. actives 0.48% (n = 310,000). DSG3-coupled beads, scFv-anti-DSG3-GFP binding, flow cytometry; hits give low values. P32926. binding (percent of control), % at 10 µM;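 active = binding more than 3 SD below its plate's average and above zero; inconclusive = below that plate limit but binding exactly zero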;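 note: hits lower antibody fragment binding to DSG3; some compounds called inactive have numbers as strong as hits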
# SR-BI uptake up: SR-BI HDL lipid transfer activation; CHO ldlA[mSR-BI] cells, DiI-HDL uptake fluorescence, 3 h; 100 = double the neutral-control signal; activation, % at 12.5 µM; actives 0.096% (n = 320,000);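 active = mean replicate activation of at least 60% and every replicate at or above 60%; inconclusive = mean or all-replicate condition met, but not both; inactive = mean below 60% and not all replicates reaching 60%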;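 note: 0% = median plate neutral-control signal and 100% = twice that signal; values of inactives mirror those of a sister screen read the other way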
#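 Material: SR-BI-overexpressing, LDLR-lacking CHO cells; schedule: compound exposure 3 h, 37 °C; reagent: DiI-labelled HDL at 10 µg/mL final; technique: bottom-read fluorescence, 550/595 nm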
# CDK5 inh: CDK5/p35 (human) kinase inhibition | actives 0.01% (n = 330,000) | AID 488839 | Recombinant CDK5/p35, ADP-Glo luminescence, 60 min | inhibition, % at 10 µM | Q00535+Q15078;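 active = highest replicate inhibition of at least 50% and at least 75% of replicates reaching 50%; inconclusive = only one of the two criteria met; inactive = both criteria failed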;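 note: plate controls were DMSO neutral control for no effect and GW8510 at 10 µM for full effect; many of its hits are not listed in these tables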
# dFosB act: activators of mouse delta FosB homodimer | purified delta FosB, TAMRA-CDK5 oligo fluorescence polarization; percent of positive-control signal above neutral wells | actives 0.99% (n = 340,000) | activation, % at 25 µM | AID 493131 | P13346;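 active = mean activation above about 17%, with every replicate also reaching it, limit read from the data, passing the limit was not always enough; inconclusive = only one of the two conditions met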;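 note: fluorescence polarization rise as delta FosB binds a TAMRA Cdk5 AP-1 oligo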
# Target sequence (P13346 whole entry, looked up): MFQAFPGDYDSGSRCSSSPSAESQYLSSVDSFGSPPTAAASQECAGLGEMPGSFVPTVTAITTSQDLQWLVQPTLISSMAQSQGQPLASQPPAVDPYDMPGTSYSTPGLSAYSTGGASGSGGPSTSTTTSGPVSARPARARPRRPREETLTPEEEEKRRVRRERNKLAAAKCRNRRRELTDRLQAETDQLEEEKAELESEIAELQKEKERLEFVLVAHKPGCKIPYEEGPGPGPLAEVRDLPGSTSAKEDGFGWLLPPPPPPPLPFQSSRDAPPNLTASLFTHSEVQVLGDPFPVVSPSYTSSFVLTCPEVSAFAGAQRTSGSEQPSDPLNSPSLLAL
# SUMO Mot1 rescue: blocks SUMOylation pathway, rescuing yeast Mot1-301 growth; S. cerevisiae Mot1-301 growth rescue, ATP luminescence, 38.5C; percent above DMSO median, 100 means doubled; growth rescue, % at 18.8 µM; actives 1% (n = 320,000); AID 2716;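 active = every valid replicate shows activation above 250% relative to neutral control wells; inactive = the rest, any valid replicate at or below 250%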;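 note: OY570 slx delta 5 strain wells were the positive control but not used for scaling; some compounds called inactive have numbers as strong as hits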
# PKA-R2B act: activates the human PKA-R2B holoenzyme complex | activation, % at 11.4 µM | actives 0.079% (n = 340,000) | P22694+P31323 | PKA-R2B holoenzyme dissociation, Cy5-IP20 fluorescence polarization; R2B truncated from residue 108, S112A mutant; 0% DMSO only, 100% 113 µM cGMP;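 active = activation above a cutoff set at the mean over all compounds plus 3 SD, cut at about 18% in these data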;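 note: higher means more holoenzyme dissociation and a rise in polarization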
# NSD2 HMT inh: NSD2 (human) methyltransferase inhibition. O96028. NSD2 peptide methylation, AlphaScreen, 120 min. inhibition, % at 12.5 µM. actives 0.54% (n = 310,000); in the data active = inhibition above about 50%
# Arrestin-AP2 inh: blocks beta-arrestin peptide binding to AP2 adaptin. FITC-arrestin peptide / GST-AP2 beads, flow cytometry; AP2 beta2 appendage carries R879A mutation. inhibition, % at 10 µM. actives 0.31% (n = 340,000);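 active = inhibition above a set limit, near 3 SD of compounds lacking own fluorescence, cut at about 54% in these data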;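 note: plate controls were DMSO wells for no effect and 5 µM unlabelled arrestin peptide for full effect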
#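 System: GST-tagged AP2 beta2-adaptin appendage (R879A) on 4 µm glutathione beads / Reagent: FITC-arrestin peptide, 50 nM / Detection: HyperCyt-sampled flow cytometry, FL1 channel, ex 488/em 535 nm / Timing: 12 min plus 1 h, RT / Buffer or medium: PBS plus Tween 20 (0.05%) and BSA (0.1%)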
# PKA-R1A activ: PKA-R1A complex activation; AID 504707; activation, % at 11.4 µM; actives 0.083% (n = 340,000); P00514+P68181; PKA-R1A dissociation, Cy5-IP20 fluorescence polarization; scaled: DMSO 0%, 113 µM cGMP 100%;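 active = percent activation above the mean of all tested compounds plus 3 SD, cut at about 19% in these data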;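 note: higher means more PKAc released from R1A so a rise in polarization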
# Numbers without * were called inactive; ? = inconclusive; nt = no result given; & = joins results of further samples.
SMILES,MITF TRPM1 HTS,SR-BI DiI inh,DSG3 Ab inh,SR-BI uptake up,CDK5 inh,dFosB act,SUMO Mot1 rescue,PKA-R2B act,NSD2 HMT inh,Arrestin-AP2 inh,PKA-R1A activ
N#CCCN(C(=O)COC(=O)c1nc(Cl)ccc1Cl)c1ccccc1,2.0,3.4,107.4,-3.4,-0.9,3.0,-11.5,-6.0,0.5,0.9,-7.0
CCc1cc[n+](-c2nc3ccccc3nc2C(=C=[N-])C#N)cc1,nt,-20.1,101.2,20.0,3.4,-5.7,-18.2,-9.5,2.1,23.1,-3.6
CC(C)P(=O)(c1cccc(C(=O)O)c1)C(C)C,3.4,-10.4,95.9,10.4,1.1,5.6,-14.1,6.8,0.0,2.6,3.6
CCOc1ccc(CN(C(=O)c2cc3ccccc3oc2=O)C2CC2)cc1,nt,2.1,103.4,-2.1,-1.0,-8.7,95.6,8.6,-4.3,-1.9,-4.3
COc1ccccc1/C=C1\SC(=S)N(CCC(=O)NCCCN2CCOCC2)C1=O,5.5,15.2,108.0,-15.2,0.7,-13.9,2.2,-8.0,0.9,10.9,-11.0
S=c1nc[nH]c2nc[nH]c12,-57.2&-28.4,-8.1&5.3,104.5&94.8,8.1&-5.3,1.4&-0.6,4.1&7.0,10.2&5.2,3.0&4.0,nt,-6.3&5.3,-3.4&-4.2
COc1ccc(OC)c(CNC(=O)C2CCN(C(=O)N(C)C)CC2)c1,-4.0,-13.8,105.7,13.8,-1.5,-8.3,98.0,-12.9,-2.3,34.4,-7.0
Cc1ccc(NC(=S)NC(NC(=O)Cc2cccc3ccccc23)C(Cl)(Cl)Cl)cc1 (stereo not drawn),-32.8,27.9,102.3,-27.9,1.8,?,-1.7,8.0,-0.1,-3.1,6.8
COCCNC(=O)CSc1ccc(Cl)cc1,-0.3,-16.2,106.0,16.7,-0.6,2.6,1.7,7.7,2.3,1.4,1.8
O=C(CSc1nccc(=O)[nH]1)N1CCOCC1,3.3,-3.3,103.5,3.3,0.6,-2.0,15.2,1.7,nt,-4.9,-9.1
CCN(CC)CCNS(=O)(=O)c1ccc(/C=C/C(=O)O)cc1,-13.0,-24.9,nt,24.9,0.4,-5.6,nt,0.5,17.7,42.2,-2.7
CCOc1ccc(NC(=O)N2CCC(C(N)=O)(N3CCCCC3)CC2)cc1,12.6,13.2,92.8,-13.2,0.0,-7.8,-2.8,2.4,nt,31.4,-13.9
CCN(CC)CCn1c2ccccc2c2n[nH]c(=S)nc21,nt,-10.3,106.4,10.3,2.4,0.2,2.1,-4.0,47.7,17.9,0.3
CSc1ccc(S(=O)(=O)N2c3ccccc3CC2C)cc1 (stereo not drawn),-25.2,-19.9,110.5,20.0,0.6,5.4,34.3,-11.2,5.2,-15.0,-12.1
COCCN(Cc1ccccc1)C(=O)c1cccc(S(=O)(=O)N2CCN(c3ccccc3)CC2)c1,-3.5,23.3,112.5,-23.3,-3.5,-4.5,-10.8,-10.5,-3.9,-9.4,-6.3
Cc1cc(C)n(C(=O)CNC(=O)c2cccc(Br)c2)n1,10.7,4.8,nt,-4.8,-1.0,1.3,-8.6,-11.1,-5.5,-5.3,0.4
NS(=O)(=O)c1ccc(S(=O)(=O)NCCc2ccccc2)cc1,nt,-1.7,99.0,1.7,0.9,0.2,116.9,2.0,-1.2,-4.6,-1.5
CCCOc1ccc2oc(=O)c3c(c2c1)CCCN3C(=O)CN1CCCC(C(=O)OCC)C1 (stereo not drawn),-3.2,-6.7,101.0,6.7,-0.5,-2.9,1.9,0.7,3.7,22.5,-5.9
COC(=O)c1cccnc1Oc1ccccc1,0.7,-17.8,104.0,17.8,1.1,4.1,-5.6,-3.8,0.0,-1.1,-6.0
COc1ccc(NC(=O)COc2ccc(C(=O)NCc3cccnc3)cc2OC)cc1,6.3,23.4,88.5,-23.4,0.0,6.3,-7.6,-5.6,3.8,10.1,-5.8
Cc1cc(-c2ccc([N+](=O)[O-])cc2)nc2ccccc12,11.2,33.9,nt,-33.9,0.1,-1.7,16.9,-5.1,-6.5,15.7,-4.1
O=C1/C(=C\c2cccs2)Sc2ccc3ccccc3c21,21.2,17.0,97.8,-17.0,-3.5,1.3,-11.0,-10.7,2.4,6.7,-6.5
Cc1cccc(C)c1NC(=O)Nc1cccs1,6.0,-27.8,110.3,27.8,3.8,-1.6,-6.8,-4.7,0.1,4.4,-2.9
CCc1ccccc1NC(=O)[C@@H]1CCC(=O)N1C1OC(=O)c2ccccc21 (stereo partly drawn),-3.6,-2.2,nt,2.2,-1.4,-6.1,237.0,2.9,nt,-11.2,1.9
Cc1ccc(N2CC(C(=O)Nc3nnc(SCC(N)=O)s3)CC2=O)cc1C (stereo not drawn),0.9,-20.8,108.7,20.8,1.5,-5.6,7.4,-2.5,8.7,13.7,-5.9
CC(C)Cc1nc(N2CCN(C(=O)c3ccccc3)CC2)c(C#N)c2c1CCC2,nt,26.6,nt,-26.6,-0.3,-9.7,2.1,-5.6,-3.6,4.9,2.4
COc1cccc(CC(=O)Nc2ccc(-c3csc(C)n3)cc2)c1,38.1,22.0,nt,-22.0,1.4,-7.5,-1.9,-2.0,0.8,19.6,-5.7
CC1CCCCN1C(=O)CSc1nc2ncccc2[nH]1 (stereo not drawn),5.1,-11.2,98.5,nt,0.7,-3.7,3.5,-2.5,1.0,-8.8,-2.8
CS(=O)(=O)Nc1nc2ccccc2[nH]1,4.0,-3.9,119.0,3.9,0.8,-1.5,50.7,6.4,-1.0,4.2,-9.2
Cc1cc(S(=O)(=O)Nc2ccc(C(=O)NCC(c3ccccc3)N(C)C)cc2)ccc1F (stereo not drawn),-2.2,-16.7,110.7,nt,-2.1,-11.2,-12.6,3.2,-1.0,15.1,-0.8
Cc1cccc(C)c1OCC(O)Cn1ccnc1C (stereo not drawn),nt,18.9,110.1,-18.9,-1.6,-4.4,-7.5,-8.3,nt,-4.5,-8.4
CC(=O)C1=C(O)C(=O)N(c2ccc(Br)cc2)C1c1cccc([N+](=O)[O-])c1 (stereo not drawn),-18.6,-16.2,97.4,16.2,-0.3,-0.3,-9.1,3.3,1.0,-7.0,-9.3
COc1cc(/C=C2/OC(=O)c3cc([N+](=O)[O-])ccc32)cc(OC)c1OC,-22.2,31.6,100.6,-31.6,0.1,-7.0,-5.1,0.8,-1.3,-0.6,0.7
O=C(Nc1cccc(Cl)c1N1CCOCC1)c1cccs1,-2.8,1.0,113.2,-1.0,0.6,-9.4,1.4,4.9,nt,19.0,6.6
O=C(O)CN=C(NS(=O)(=O)c1ccc(Cl)cc1)c1ccc(F)cc1,-8.9,-18.3,100.0,18.3,-1.7,3.7,278.1,-1.3,-1.3,36.1,-3.2
CCCCNC(=S)N1CCN(CC)CC1,-5.9,-5.6,99.0,5.6,-4.6,-8.4,8.5,-2.7,3.9,-13.9,-5.8
Cc1cc(NC(=O)COC(=O)c2ccccc2NCCO)no1,-0.8,-131.5,129.2,?,5.2,-3.9,9.7,-3.7,nt,-8.6,-1.9
COc1ccc(Cl)cc1-n1c(=S)sc2c(=O)n(-c3ccc(F)cc3)c(SCC(=O)O)nc21,-4.1,-24.3,105.4,24.3,-0.5,-2.4,28.6,-0.9,-1.5,-5.4,-9.3
COc1ccc(-c2nc(CS(=O)CC(=O)NCc3ccccc3)c(C)o2)cc1OC (stereo not drawn),-2.1,17.5,97.4,-17.5,-1.3,-7.2,11.9,-3.8,5.9,2.8,3.0
Cc1ccc(C(=O)Nc2c(C)cc(-c3ccc(Cl)cc3)oc2=O)cc1,-16.9,28.9,115.4,-28.9,-1.7,-2.5,-7.9,-11.9,-0.5,9.2,-2.0
Cc1csc(NC(=O)C2CSC3(C)CCC(=O)N23)n1 (stereo not drawn),-4.0,-9.0,105.8,9.0,-3.5,4.8,10.3,-14.7,-0.1,-7.7,-13.5
Cc1ccc(COc2ccccc2C(=S)N2CCCC2)cc1,18.6,14.2,99.9,-14.2,-1.5,1.7,-1.7,-9.0,1.6,3.2,2.1
CC(Oc1ccccc1F)C(=O)NNC(=O)CCNC(=O)c1ccco1 (stereo not drawn),-4.9,-25.0,108.7,25.0,-1.4,9.5,-5.7,-6.7,0.0,-4.5,-13.7
CC(C)Cn1cnc2c(SCc3ccccn3)nc(N)nc21,7.9,-8.5,nt,8.5,0.8,9.5,nt,6.5,0.1,27.2,-2.7
COc1ccc(NS(=O)(=O)c2ccc(NC(C)=O)cc2)c(OC)c1,-7.5,-7.5,100.3,7.5,2.4,1.4,28.7,5.7,nt,26.3,-2.0
COc1cc(SC#N)ccc1N=Cc1c(C)[nH]n(-c2ccc(C)cc2C)c1=O,-3.3,15.9,101.0,-15.9,0.0,-0.1,-29.8,2.7,1.2,7.2,-3.0
CC(C)C(NC(=O)OCc1ccccc1)C(=O)N1CCOCCOCCOCC1 (stereo not drawn),-2.2,1.5,100.8,-1.5,-0.5,0.9,-9.2,-2.0,-0.9,5.8,-4.7
O=C(Nc1ccccc1N1CCCC1)C1CCN(C(=O)c2ccc(F)cc2)CC1,-1.2,33.4,103.7,-33.4,-1.8,-14.0,-7.1,-0.4,2.8,-5.1,3.7
Cc1cc(C)n2nc(CC(=O)NCc3ccccc3Cl)nc2n1,-10.5,-3.0,nt,3.0,1.4,4.5,3.6,-0.3,1.0,-10.6,-8.8
CCCCc1cc(=O)oc2cc(C)cc(OCC(=O)Nc3cccnc3)c12,0.0,31.0,nt,-31.0,0.6,8.9,-2.9,3.4,-4.0,11.4,-4.0
CCCCCNS(=O)(=O)c1cc(C)ccc1OC,-3.9,-32.1,96.3,32.1,-0.6,-3.9,13.2,7.5,-3.3,6.8,14.6
CCN(CC)S(=O)(=O)c1ccc(N2CCCC2)c(NC(=O)c2ccc(N3CCCC3=O)cc2)c1,4.9,12.8,103.4,-12.8,-0.4,-0.7,5.4,9.6,-1.5,13.0,2.6

# Compound activity deposited in PubChem by several laboratories.
